Source: PubChem BioAssay
BAZ2B block = qHTS Assay for Inhibitors of BAZ2B | 360,000 compounds, 4.4% hits | AlphaScreen BAZ2B-H3K14Ac peptide displacement | Bromodomain adjacent to zinc finger domain protein 2B (Homo sapiens), Q9UIF8 | Potency, µM (highest dose often 114 µM), without a hit: at the top dose activity change, negative = inhibition, usual class: inhibitors; also: % is scaled to controls: 0 for no effect and ±100 for the full control effect; nearly all actives have a fitted effect of over 60% in size
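In this displacement format the biotinylated H3(5-23) peptide acetylated at Lys14 serves as ligand at 50 nM, with BAZ2B at 50 nM in PBS pH 7.4 containing 0.01% Tween-20. Donor and acceptor beads are 10 ug/mL final.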
JMJD2A Tudor = qHTS Assay for Inhibitors of JMJD2A-Tudor Domain | Lysine-specific demethylase 4A (Homo sapiens), O75164 | AlphaScreen JMJD2A-Tudor / H3K4me3 peptide binding | Potency, µM (highest dose often 114 µM), inactives show at the highest dose activity change, negative = inhibition, actives largely listed as inhibitors | 390,000 compounds, 4.4% hits; also: % is scaled to controls: 0 for no effect and ±100 for the full control effect; nearly all actives have a fitted effect of over 50% in size
BLM inh = qHTS Assay for Inhibitors of Bloom's syndrome helicase (BLM) | recombinant BLM DNA unwinding, fluorescence dequenching | Potency, µM (series often up to 56.1 µM), for the others: top-dose activity change, negative = inhibition, usual class: inhibitors | 350,000 compounds, 0.2% hits | AID 2528, 2010;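 also: plate controls were vehicle for no effect and no enzyme for full effect; nearly all actives have a fitted effect of over 35% in size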
G9a inh = qHTS Assay for Inhibitors of Histone Lysine Methyltransferase G9a | G9a H3K9 monomethylation, AlphaScreen, 2 h | Histone-lysine N-methyltransferase EHMT2 (Homo sapiens), Q96KQ7 | AID 504332, 2011 | Potency, µM (doses to about 102 µM), inactives show at the top dose activity, negative = inhibition, usual class: inhibitors | 350,000 compounds, 8.8% hits; also: % is scaled to controls: 0 for no effect and ±100 for the full control effect; nearly all actives have a fitted effect of over 75% in size
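Chemiluminescent proximity detection of H3K9 monomethylation, read after 10 min bead incubation in the dark. Reaction: 20 nM G9a, 500 nM biotin-H3K9 peptide, 20 uM SAM cofactor, 2 h, room temperature, following 15 min enzyme-compound preincubation.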
POLI inh = qHTS for Inhibitors of Polymerase Iota. 390,000 compounds, 1% hits. Potency, µM (series often up to 115 µM), for inactives: at the top dose activity, negative = inhibition, actives largely listed as inhibitors. DNA polymerase iota (Homo sapiens), Q9UNA4. Pol iota fluorescent replication assay, 10 min
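Fluorescent replication assay read twice, at 0 min and 10 min after adding 50 nM (final) substrate. Enzyme (10 nM) and compounds were first incubated 15 min at room temperature; enzyme-free buffer wells were negative controls.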
HP1b chromo inh = HTS for Inhibitors of HP1-beta Chromodomain Interactions with Methylated Histone Tails; Chromobox protein homolog 1 (Homo sapiens), P83916; AlphaScreen HP1-beta / biotin-H3K9me3 peptide binding; Potency, µM (top dose mostly 114 µM), inactives show top-dose activity change, negative = inhibition, actives largely listed as inhibitors; 390,000 compounds, 0.56% hits; also: nearly all actives have a fitted effect of over 70% in size; inactives centre near 23
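HP1-beta protein (50 nM final) preincubated 30 min at room temperature with biotinylated H3(1-18)K9me3 peptide (50 nM) in PBS pH 7.4, 0.01% Tween-20, then compound added for 30 min. AlphaScreen streptavidin donor/nickel chelate acceptor beads (10 ug/mL final), 30 min dark, luminescence read.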
Pin1 inhibitor = qHTS Assay to Find Inhibitors of Pin1; Peptidyl-prolyl cis-trans isomerase NIMA-interacting 1 (Homo sapiens), Q13526; Pin1 FP peptide displacement, HiFluor488, 10 min; Potency, µM (series often up to 115 µM), inactives show top-dose activity, negative = inhibition, hits mostly inhibitors; 390,000 compounds, 0.009% hits; AID 504891, 2011; active = well fitted inhibition curve with a large enough effect in the polarisation, with a control signal flat, not every such curve was filed as active; inconclusive = small, poorly fitted or top-dose-only effect, or effect the other way, or a change in a side signal; inactive = no such curve, though single readings can be large or run the other way; the % refers to the polarisation; also: % is scaled to controls: 0 for no effect and ±100 for the full control effect
GLS inhibitor = qHTS for Inhibitors of Glutaminase (GLS) | Potency, µM (top dose mostly 45.5 µM), without a hit: at the highest dose activity change, negative = inhibition, usual class: inhibitors | Glutaminase kidney isoform, mitochondrial (Homo sapiens), O94925 | 410,000 compounds, 0.21% hits | AID 624170, 2012 | GLS enzymatic activity, qHTS titration; also: % is scaled to controls: 0 for no effect and ±100 for the full control effect
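Enzyme dispensed in phosphate buffer (45 mM, pH 8.2, 0.02% Tween-20), compounds pinned in, then 1 mM L-glutamine solution and the glutamate oxidase–HRP–Amplex Red mix added; fluorescence read immediately and again after 30 min at room temperature.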
PGK inhibitor = qHTS Assay to Find Inhibitors of Phosphoglycerate Kinase | Phosphoglycerate kinase, glycosomal (Trypanosoma brucei brucei), P07378 | PGK/GAPDH coupled, Kinase-Glo luminescence, 60 min | Potency, µM (highest dose often 57.5 µM), for inactives: at the highest dose activity change, negative = inhibition, most hits filed as inhibitors | 380,000 compounds, 0.043% hits | AID 602233, 2012; also: % is scaled to controls: 0 for no effect and ±100 for the full control effect; nearly all actives have a fitted effect of over 60% in size
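Luminescent ATP detection (Kinase-Glo Plus) follows a 60-minute room-temperature incubation, with wells lacking PGK as controls. Buffer: 100 mM TEA (pH 7.6), 5 mM MgCl2, 0.01% Tween-20. Coupling enzyme GAPDH (100 nM final) supplies unstable 1,3-BPG in-well.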
An asterisk follows results filed as active; & = joins results of further samples; [ ] = remark or other dose. Unless noted, calls follow the shape of the dose curve; as a rule, active = well fitted curve in the direction sought with a large enough effect; inconclusive = small, poorly fitted or top-dose-only effect, or another doubt; inactive = no such curve, though single readings can be large; an effect the other way counts as inactive or inconclusive. Potency is read from the fitted curve at half-maximal effect. This is a subset; count on the stated rates, not on these rows.

For CN1C(c2ccccc2)=NO[C@]1(C)c1ccccc1 the results were JMJD2A Tudor 2.7%, POLI inh 55.3%[activator], HP1b chromo inh 38.9%, Pin1 inhibitor -1.6%, GLS inhibitor 6.2% and PGK inhibitor -0.1%.
CC(C)(C)Nc1nc(Cl)nc(NCCN2CCOCC2)n1 was read as BAZ2B block 2.6%, JMJD2A Tudor 1.0%, BLM inh 2.2%, G9a inh 25.6%, POLI inh 12.6%, HP1b chromo inh 32.2%[activator], Pin1 inhibitor -3.0%, GLS inhibitor 0.7% and PGK inhibitor 3.8%.
Screening O=C(COC(=O)CNC(=O)c1ccccc1)NC(=O)NC1CCCCC1 returned JMJD2A Tudor -11.9%, POLI inh 12.8%, HP1b chromo inh 16.6%, Pin1 inhibitor -0.4%, GLS inhibitor -9.4% and PGK inhibitor 3.9%.
For O=C(Nc1ccccc1OC(F)F)c1ccc(F)cc1 the results were BAZ2B block -4.2%, JMJD2A Tudor 5.4%, BLM inh -11.5%, G9a inh 6.7%[12.7 µM], POLI inh inconclusive, HP1b chromo inh 52.0%[activator], Pin1 inhibitor 0.4%, GLS inhibitor 6.6% and PGK inhibitor inactive.
Screening O=c1cc(CN2CCCCC2)nc(C2CC2)[nH]1 returned BAZ2B block -13.0%, JMJD2A Tudor -11.1%, BLM inh -10.7%, G9a inh 29.4%[12.7 µM], POLI inh -10.5%, HP1b chromo inh 21.3%, Pin1 inhibitor -4.6%, GLS inhibitor -0.1% and PGK inhibitor 2.6%.
For O=[N+]([O-])c1ccc(CSc2nc3ncc(Br)cc3[nH]2)cc1 the results were BAZ2B block -29.3%, JMJD2A Tudor -18.3%, BLM inh -2.1%, G9a inh -0.4%, POLI inh 27.2%, HP1b chromo inh 39.9%[activator], Pin1 inhibitor -0.4%, GLS inhibitor 0.0% and PGK inhibitor -2.7%.
`OCCNCc1cccc2ccccc12` gave BAZ2B block -29.9%, JMJD2A Tudor -13.1%, BLM inh 22.4%, G9a inh -37.1%[59 µM], POLI inh 61.9%[activator], HP1b chromo inh 1.7%, Pin1 inhibitor 2.0%, GLS inhibitor 19.7% and PGK inhibitor inactive.
For O=C(CN1CCN(C(c2ccccc2)c2ccccc2)CC1)N1CCOCC1 the results were BAZ2B block 50.1µM*, JMJD2A Tudor 17.8µM*, BLM inh 1.1%, G9a inh 8.91µM*, POLI inh 13.3%, HP1b chromo inh 17.9%, Pin1 inhibitor -10.9% and GLS inhibitor 3.1%.
`CCN(CC)CCC#CC(O)(c1ccccc1)C1CCCCC1` (stereo unspecified) gave BAZ2B block -10.3%, JMJD2A Tudor -2.8%, BLM inh -1.2%, G9a inh -6.0%, POLI inh 2.6%, HP1b chromo inh 20.1%, Pin1 inhibitor -2.8%, GLS inhibitor 0.6% and PGK inhibitor inconclusive.
Screening CCOC(=O)c1c(NC(=O)Cn2nnc(-c3ccccc3Cl)n2)sc(C)c1C returned BAZ2B block 4.0%, JMJD2A Tudor 0.8%, BLM inh -3.5%, G9a inh -23.2%, POLI inh -1.3%, HP1b chromo inh 40.8%[activator], Pin1 inhibitor 6.8%, GLS inhibitor 3.5% and PGK inhibitor -1.4%.
Screening CCOC(=O)c1ccc2ncc(C(=O)OCC)c(Nc3ccc(C)c(Br)c3)c2c1 returned BAZ2B block 13.2%, JMJD2A Tudor 0.3%, BLM inh -15.3%, G9a inh -4.1%[59 µM], POLI inh inconclusive, HP1b chromo inh 41.8%[activator], Pin1 inhibitor inconclusive, GLS inhibitor 2.7% and PGK inhibitor -3.0%.
CCOC(=O)Cn1c(=O)c(-c2ccccc2N)nc2ccccc21 was read as BAZ2B block -16.9%, JMJD2A Tudor -25.5%, BLM inh -1.5%, G9a inh 15.1%[12.7 µM], POLI inh 25.9%, HP1b chromo inh 64.2%[activator], Pin1 inhibitor -1.3%, GLS inhibitor -0.8% and PGK inhibitor -4.3%.
For COc1ccccc1N1C(=O)CC(Sc2n[nH]c(-c3cccc(C)c3)n2)C1=O (stereo unspecified) the results were BAZ2B block -29.9%, JMJD2A Tudor 2.82µM*, BLM inh -2.0%, G9a inh 1µM*, POLI inh 1.5%, HP1b chromo inh inconclusive, Pin1 inhibitor 1.5%, GLS inhibitor -5.2% and PGK inhibitor inactive.
COc1cc(NC(=O)c2cc3ccccc3o2)ccc1NC(=O)c1ccco1 was read as BAZ2B block -18.5%, JMJD2A Tudor -19.2%, BLM inh -10.8%, G9a inh 21.9%, POLI inh inconclusive, HP1b chromo inh 3.3%, Pin1 inhibitor 7.7%, GLS inhibitor -9.3% and PGK inhibitor -2.6%.
COc1ccc(NC(=O)c2cc(-c3ccccn3)nc3ccccc23)c(OC)c1 was read as JMJD2A Tudor inconclusive, POLI inh 19.0%, HP1b chromo inh 7.6%[57 µM], Pin1 inhibitor 0.8%, GLS inhibitor -4.4% and PGK inhibitor -7.0%.
For CN1N=C2c3ccccc3CCC2C1c1ccc(Cl)cc1 (stereo unspecified) the results were BAZ2B block -1.6%, JMJD2A Tudor -1.7%, BLM inh -1.2%, G9a inh 18.8%, POLI inh 49.2%[activator], HP1b chromo inh 42.7%[activator], Pin1 inhibitor -1.4%, GLS inhibitor 0.0% and PGK inhibitor 3.8%.
Screening COc1cc(NC(=O)NCc2ccco2)ccc1-c1ccc(NC(=O)NCc2ccco2)cc1OC returned JMJD2A Tudor -13.1%, POLI inh 62.9%[activator], HP1b chromo inh -0.5%, Pin1 inhibitor -2.1%, GLS inhibitor -12.6% and PGK inhibitor -6.9%.
`COc1ccccc1CN1CC(C(=O)NCCc2ncccc2C)CCC1=O` (stereo unspecified) gave BAZ2B block 2.8%, JMJD2A Tudor 11.3%, BLM inh 1.2%, POLI inh -17.9%, HP1b chromo inh 46.3%[activator], Pin1 inhibitor -0.6%, GLS inhibitor 17.1% and PGK inhibitor -8.1%.
`Cc1ccc(N2CCN(S(=O)(=O)c3nnc(NC(=O)c4ccccc4)s3)CC2)cc1` gave BAZ2B block 8.0%&-3.7%, JMJD2A Tudor -9.2%&-2.3%, BLM inh -15.7%&0.9%, G9a inh 0.5%[59 µM], POLI inh 14.7%&25.2%, HP1b chromo inh 50.2%&37.4%[activator], Pin1 inhibitor 1.1%&-0.5%, GLS inhibitor -4.5%&-0.8% and PGK inhibitor -6.7%&3.3%.
CCCCCNC(=O)C(=O)NCC(c1ccc2c(c1)OCO2)N1CCOCC1 (stereo unspecified) was read as BAZ2B block 0.2%, JMJD2A Tudor -0.3%, BLM inh -2.3%, G9a inh -0.7%[59 µM], POLI inh -13.0%, HP1b chromo inh 11.5%[57 µM], Pin1 inhibitor -9.7%, GLS inhibitor 1.5% and PGK inhibitor 13.0%.
For NC(=O)C1C(c2ccccc2)=C1c1ccccc1 the results were JMJD2A Tudor -17.0%, BLM inh -0.2%, G9a inh -4.8%[59 µM], POLI inh 5.0%, HP1b chromo inh 15.7%, Pin1 inhibitor -0.2%, GLS inhibitor 15.9% and PGK inhibitor -1.6%.
`C[C@H]1CN([C@@H](C)CO)C(=O)Cc2cc(NC(=O)CCC(F)(F)F)ccc2O[C@H]1CN(C)S(C)(=O)=O` gave JMJD2A Tudor -10.1%, POLI inh -18.5%, HP1b chromo inh 67.9%[activator], Pin1 inhibitor 5.1%, GLS inhibitor 0.5% and PGK inhibitor -5.9%.
Screening Fc1ccccc1N1CCN(c2nc(-c3cccs3)nc3ccccc23)CC1 returned BAZ2B block 15.6%, JMJD2A Tudor -8.2%&34.7%, BLM inh -2.7%, G9a inh 62.5%[activator], POLI inh 108.7%[activator], HP1b chromo inh 64.4%[activator], Pin1 inhibitor 0.8%&27.0%, GLS inhibitor 4.2% and PGK inhibitor 4.0%.
`Cc1ccc(-c2csc3nc(=O)c(C)nn23)cc1` gave BAZ2B block 14.4%, JMJD2A Tudor -3.0%, BLM inh -1.3%, G9a inh -3.5%, POLI inh -8.3%, HP1b chromo inh 22.9%, Pin1 inhibitor -0.1%, GLS inhibitor -8.1% and PGK inhibitor 7.6%[11.5 µM].
`Cc1cc(-c2n[nH]c(=S)n2/N=C/C(Cl)=C/c2ccccc2)n[nH]1` gave BAZ2B block inconclusive, JMJD2A Tudor 56.2µM*, BLM inh -0.4%, G9a inh 1.58µM*, POLI inh -12.5%, HP1b chromo inh -17.5%, Pin1 inhibitor -5.8%, GLS inhibitor -8.5% and PGK inhibitor -1.7%.
For COc1ccc(C(=O)/C=C/c2cn(CC(O)CN3CCOCC3)c3ccccc23)cc1 (stereo unspecified) the results were BAZ2B block inconclusive, JMJD2A Tudor -23.5%, BLM inh -0.7%, G9a inh 44.7µM*, POLI inh 5.4%, HP1b chromo inh -3.0%, Pin1 inhibitor inconclusive, GLS inhibitor 4.4% and PGK inhibitor 2.7%.
Screening O=C(Cc1ncc(C(F)(F)F)cc1Cl)Nc1ccc(F)cc1 returned BAZ2B block 1.1%, JMJD2A Tudor 15.4%, BLM inh 0.7%, G9a inh 3.2%[59 µM], POLI inh -9.5%, HP1b chromo inh 31.4%, Pin1 inhibitor -1.8%, GLS inhibitor -7.7% and PGK inhibitor -5.8%.
